Vc quorum ag: induces V. cholerae light production without autoinducers. V. cholerae BH1578 lux reporter, luminescence, 6 h. activation, % at 18.7 µM. actives 0.16% (n = 350,000). AID 588436; in the data active = activation mostly above about 9.7%, no sharp cut-off; note: not every result past the cut was called active; inactives centre near 0; reference of the scale not given here
GDH-TPI counter: inhibits GDH-TPI coupling enzymes, artifact for Mtb FBA screen; actives 1.2% (n = 360,000); GDH-TPI coupled enzyme counterscreen, NADH absorbance; AID 588335; inhibition, % at 4.8 µM; in the data active = inhibition above about 30%;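 note: 0% = DMSO wells and 100% = wells lacking the enzyme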
MazEF act: increases E. coli MazEF RNase cleavage of RNA | P0AE70 | FAM/BHQ RNA-DNA oligo cleavage fluorescence, 5 h | activation, % at 20 µM | actives 0.32% (n = 350,000) | AID 504720; in the data active = activation above about 50%
Target sequence (P0AE70 whole entry, looked up): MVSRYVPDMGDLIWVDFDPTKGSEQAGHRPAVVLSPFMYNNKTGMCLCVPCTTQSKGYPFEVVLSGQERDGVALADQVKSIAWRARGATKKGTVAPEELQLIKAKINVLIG
FBA Mtb inh: Mtb fructose-bisphosphate aldolase inhibition; purified M. tuberculosis FBA, fluorescence read-out; actives 2.3% (n = 360,000); inhibition, % at 1 µM; AID 588726; P9WQA3; in the data active = inhibition above about 27%;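 note: 0% = vehicle and 100% = reference inhibitor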
Target sequence (P9WQA3 whole entry, looked up): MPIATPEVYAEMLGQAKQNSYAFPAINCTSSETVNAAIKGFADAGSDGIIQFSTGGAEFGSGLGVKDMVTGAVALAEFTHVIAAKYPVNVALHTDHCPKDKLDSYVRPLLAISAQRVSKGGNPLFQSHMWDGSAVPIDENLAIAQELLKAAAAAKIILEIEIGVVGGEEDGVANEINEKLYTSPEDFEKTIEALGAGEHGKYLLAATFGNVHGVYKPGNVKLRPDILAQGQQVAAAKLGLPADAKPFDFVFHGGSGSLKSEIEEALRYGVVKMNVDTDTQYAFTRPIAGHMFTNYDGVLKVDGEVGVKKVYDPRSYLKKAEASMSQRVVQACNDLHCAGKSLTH
BioA inh: blocks M. tuberculosis BioA enzyme activity; purified M. tuberculosis BioA enzyme, plate reader; inhibition, % at 9.99 µM; actives 0.096% (n = 360,000); in the data active = inhibition above about 40%
Mtb UGM inh: blocks M. tuberculosis UGM enzyme | actives 0.06% (n = 320,000) | AID 504406 | P9WIQ1 | inhibition, % at 10 µM | purified UGM, fluorescence polarization probe displacement; in the data active = inhibition above about 10%, passing the limit was not always enough
DUSP3 inh: DUSP3 (human) phosphatase inhibition | recombinant VHR phosphatase, pNPP absorbance | inhibition, % at 13.3 µM | AID 1654 | P51452 | actives 0.52% (n = 290,000); in the data active = inhibition above about 50%; note: some compounds called inactive have numbers as strong as hits
Target sequence (P51452 whole entry, looked up): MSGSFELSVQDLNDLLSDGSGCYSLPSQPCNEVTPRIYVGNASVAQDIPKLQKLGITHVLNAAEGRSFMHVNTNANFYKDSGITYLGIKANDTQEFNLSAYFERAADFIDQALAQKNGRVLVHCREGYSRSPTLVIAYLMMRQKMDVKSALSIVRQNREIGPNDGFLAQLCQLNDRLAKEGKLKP
3CLpro inhibitor: SARS-CoV 3CLpro protease inhibition. P0C6X7. recombinant SARS-CoV 3CLpro, quenched FRET peptide cleavage. inhibition, % at 6 µM. actives 0.14% (n = 290,000). AID 1706; in the data active = inhibition above about 12%
SSB-PriA inh: blocks PriA binding to SSB C-terminal tail; AlphaScreen SSBct-PriA binding, biotinylated peptide; inhibition, % at 33 µM; actives 0.6% (n = 430,000); in the data active = inhibition mostly above about 37%, no sharp cut-off; inactive = mostly below about 20%;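 note: plate controls were negative control peptide for no effect and reference peptide for full effect; strong numbers were not always called active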
Rv3671c inh: Rv3671c (M. tuberculosis) protease inhibition. P9WHR9. inhibition, % at 5.96 µM. actives 0.048% (n = 320,000); in the data active = inhibition above about 38%;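 note: extracellular domain of Rv3671c used as enzyme; 0% = enzyme with DMSO and 100% = no enzyme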
Target sequence (P9WHR9 whole entry, looked up, the tested form may be a part): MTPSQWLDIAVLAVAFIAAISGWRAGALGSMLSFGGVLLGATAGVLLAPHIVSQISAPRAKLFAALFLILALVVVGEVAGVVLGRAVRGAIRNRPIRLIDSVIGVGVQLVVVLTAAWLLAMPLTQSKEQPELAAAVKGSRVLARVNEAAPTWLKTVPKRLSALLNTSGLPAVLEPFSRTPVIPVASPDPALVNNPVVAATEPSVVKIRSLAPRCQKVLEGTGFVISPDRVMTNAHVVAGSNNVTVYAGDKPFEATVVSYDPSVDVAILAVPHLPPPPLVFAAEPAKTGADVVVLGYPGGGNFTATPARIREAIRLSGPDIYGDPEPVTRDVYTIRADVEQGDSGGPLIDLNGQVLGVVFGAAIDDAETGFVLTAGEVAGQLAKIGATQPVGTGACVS
* = called active by the depositor; i = inactive; . = no result given; & = joins results of further samples. Not all compounds are listed; rates above refer to the full screens.

SMILES	Vc quorum ag	GDH-TPI counter	MazEF act	FBA Mtb inh	BioA inh	Mtb UGM inh	DUSP3 inh	3CLpro inhibitor	SSB-PriA inh	Rv3671c inh
O=C(Cc1ccc(F)cc1)Nc1ccc2[nH]ncc2c1	-0.3	-2	0	-2	-1.4	0.1	6	3	-11	11
COCCN(CCOC)S(=O)(=O)c1ccc(Cl)nc1	-2.4	2	-5	-1	-0.3	0.6	26	1	-12	4
Brc1ccc(-c2nnc(-c3cccc(Br)c3)o2)cc1	4.5	10	6	5	.	-2.3	0	-2	-18	-4
CN1C2C=C3C(C#N)=C(N)C(C#N)(C#N)[C@@H](c4ccc(Cl)cc4)[C@@H]3C1CC2 (some centres not stated)	i	-3	0	16	18	-1.0	-7	0	-1	0
CCOc1cc(C(=O)O/N=C(\N)c2ccccn2)cc(OCC)c1OCC	-0.3	-5	-30	-2	-1.2	0.4	31	-6	i	6
Cn1c(=O)oc2cc(S(=O)(=O)N3CCC(C(=O)N4CC=C(c5ccccc5)CC4)CC3)ccc21	-0.3	1	1	8	-0.5	.	4	-4	115*	.
O=C(O)C1C2CCC(C2)C1C(=O)NCCc1cccc(Cl)c1 (configuration not stated)	0.3	-1	-11	1	-1.0	-2.6	-8	1	8	-4
CC(C)c1ccc(-c2nn[nH]n2)cc1	-0.4	11	-4	-2	0.6	0.1	-2	4	-24	7
NC(=O)C1CCN(CC(=O)Nc2nc(-c3ccccc3)cs2)CC1	i	8	0	2	-2.4	-0.1	1	-4	1	-3
CN(Cc1nccs1)C(=O)C1CCC(=O)N(Cc2ccccc2F)C1 (configuration not stated)	-0.6	5	-5	-1	3.6	2.5	32	-4	0	0
CC(C)C(NC(=O)/C(=C/c1ccco1)NC(=O)c1ccc(Br)o1)C(=O)O (configuration not stated)	-0.5	13	-19	0	0.1	5.0	3	-5	-16	-9
Oc1c(CN2CCN(c3ccccn3)CC2)cc(Cl)c2cccnc12	-0.4	3	2	2	.	3.6	20	4	99&62	2
Cc1ccc(NS(=O)(=O)c2c(C)nc3sccn3c2=O)c(C)c1	-0.2	1	8	-3	1.6	-1.5	13	-4	-8	3
COc1ccc(-n2c(=S)[nH]c3cc(C(=O)NCc4ccco4)ccc3c2=O)c(OC)c1	1.1	19	-4	2	-0.4	0.0	-4	3	-8	-14
Oc1ccc(Cc2ccccc2)c2cccnc12	-0.3	3	-24	-1	0.5	.	.	.	9	.
CN(c1nc(-c2ccccc2)cs1)C1CCS(=O)(=O)C1 (configuration not stated)	i	12	6	0	0.4	-0.5	-4	0	16	-4
O=C(O)/C=C\C(=O)Nc1ccccc1C(=O)N1CCC(O)(c2ccc(Cl)cc2)CC1	i	10	-4	6	-1.0	.	.	.	-5	.
O=C(O)CCCCCNC(=O)Nc1ccc2c(c1)OCCO2	8.3	9	6	-4	-0.3	-2.8	21	0	1	-6
CCc1nc2ccc(C(=O)NCCOc3ccc(OC)cc3)cn2c1N(C)Cc1ccc(OC)cc1	1.0	-4	.	-2	-0.1	.	.	.	.	.
FC(F)(F)c1nc2ccccc2n2c(-c3c(Cl)cccc3Cl)nnc12	-2.8	11	4	7	-2.4	3.3	25	0	-12	-4
O=C(Nc1cccc(Cl)c1)c1ccc(F)c(S(=O)(=O)NCc2cccs2)c1	1.8	-11	6	-2	0.8	0.0	8	4	-12	-62
Nc1nc2c(nnn2Cc2ccc(Cl)c(Cl)c2)c(=O)[nH]1	2.3	1	1	5	0.0	.	.	.	-19	.
Cc1ccc2c(n1)CC(C)(C)C/C2=N\O	3.2	8	-7	-8	0.8	-1.2	0	-3	.	3
COc1cccc(C2=NOC(C(=O)NCCCn3ccnc3)C2)c1 (configuration not stated)	-2.1	-5	-1	-12	-3.6	-1.6	9	2	6	-2
Cc1cc(=O)oc2cc(OCc3ccc(S(=O)(=O)N4CCOCC4)cc3)ccc12	-0.2	-2	-5	5	-1.8	-0.3	-6	-6	0	-1
O=C(NC1CCCCC1)C(c1ccc(F)cc1)N(C(=O)c1cccs1)c1ccc2c(c1)OCO2 (configuration not stated)	i	-2	-3	0	-1.9	-0.6	24	4	-5	-9
Cc1ccc(C(=O)OCC(=O)Nc2cccc(S(=O)(=O)N3CCCCC3)c2)s1	-0.4	-5	-9	-2	-1.0	.	.	.	.	.
CCOC(=O)[C@H]1[C@H]2COc3ccc(OC)cc3[C@@H]2N2C(=O)CN(CC3CCCO3)C(=O)[C@@]12C (some centres not stated)	i	4	4	2	-0.4	-1.0	.	.	-15	-1
CC(C)(C)c1cc(NC(=O)CSc2nnc(NCc3ccccc3)s2)n(-c2ccccc2)n1	2.7	2	-3	-2	.	-2.8	-14	3	-13	-2
O=C(COC(=O)c1cc(-c2cccc(Br)c2)nc2ccccc12)NCC1CCCO1 (configuration not stated)	i	12	-11	7	.	-0.3	2	3	-6	-9
Cc1ccccc1NC(=S)N/N=C1\CC(C)(C)Oc2ccc(O)cc21	-0.1	22	-8	6	.	0.0	10	5	.	6
Cc1onc(-c2ccccc2Cl)c1C(=O)Nc1nnc(-c2ccc(F)cc2)s1	0.0	19	5	16	0.4	0.6	12	2	-6	-15
N#CCCCSC1=C(C#N)C(c2ccccc2Cl)CC(=O)N1 (configuration not stated)	-1.2	3	6	3	6.9	-0.8	18	-5	-4	-2
Cc1ccc2nc(NC(=O)c3ccc(Br)o3)sc2c1	i	18	7	2	-1.7	-0.5	-24	0	-18	3
OCC[C@H]1C[C@H](O)[C@@H](O)[C@]2(Cc3ccccc3O2)O1	i	-3	5	3	-0.5	3.0	.	.	4	-8
Cc1cc(Nc2cccc([N+](=O)[O-])c2)n2c(nc3ccccc32)c1C#N	.	-2	20	-1	-1.0	-2.0	3	-4	-12	-1
O=C(NC1CCN(C(=S)Nc2ccc(Cl)cc2)CC1)C1CCCCC1	0.1	0	-2	2	.	2.5	6	1	-10	-5
O=C(C[n+]1ccccc1)c1ccc(Cl)cc1	-0.8	5	-6	-2	-2.4	-5.6	-6	0	-1	-1
CCCCc1ncc(CN2CCC(n3nccc3NC(=O)c3ccccc3Cl)CC2)[nH]1	i	6	4	7	-0.8	2.1	14	-6	6	-5
O=C(NN=C(Cc1ccccc1)Cc1ccccc1)c1ccccc1O	-0.5	9	1	-3	-6.9	-0.5	21	5	10	4

Sorted by molecular weight (high to low): 13 of the compounds above
SMILES	Vc quorum ag	GDH-TPI counter	MazEF act	FBA Mtb inh	BioA inh	Mtb UGM inh	DUSP3 inh	3CLpro inhibitor	SSB-PriA inh	Rv3671c inh
O=C(NC1CCCCC1)C(c1ccc(F)cc1)N(C(=O)c1cccs1)c1ccc2c(c1)OCO2 (configuration not stated)	i	-2	-3	0	-1.9	-0.6	24	4	-5	-9
CCOC(=O)[C@H]1[C@H]2COc3ccc(OC)cc3[C@@H]2N2C(=O)CN(CC3CCCO3)C(=O)[C@@]12C (some centres not stated)	i	4	4	2	-0.4	-1.0	.	.	-15	-1
CCCCc1ncc(CN2CCC(n3nccc3NC(=O)c3ccccc3Cl)CC2)[nH]1	i	6	4	7	-0.8	2.1	14	-6	6	-5
Cc1ccc(C(=O)OCC(=O)Nc2cccc(S(=O)(=O)N3CCCCC3)c2)s1	-0.4	-5	-9	-2	-1.0	.	.	.	.	.
Cc1cc(=O)oc2cc(OCc3ccc(S(=O)(=O)N4CCOCC4)cc3)ccc12	-0.2	-2	-5	5	-1.8	-0.3	-6	-6	0	-1
O=C(NC1CCN(C(=S)Nc2ccc(Cl)cc2)CC1)C1CCCCC1	0.1	0	-2	2	.	2.5	6	1	-10	-5
Cc1ccccc1NC(=S)N/N=C1\CC(C)(C)Oc2ccc(O)cc21	-0.1	22	-8	6	.	0.0	10	5	.	6
O=C(NN=C(Cc1ccccc1)Cc1ccccc1)c1ccccc1O	-0.5	9	1	-3	-6.9	-0.5	21	5	10	4
Cc1cc(Nc2cccc([N+](=O)[O-])c2)n2c(nc3ccccc32)c1C#N	.	-2	20	-1	-1.0	-2.0	3	-4	-12	-1
Cc1ccc2nc(NC(=O)c3ccc(Br)o3)sc2c1	i	18	7	2	-1.7	-0.5	-24	0	-18	3
N#CCCCSC1=C(C#N)C(c2ccccc2Cl)CC(=O)N1 (configuration not stated)	-1.2	3	6	3	6.9	-0.8	18	-5	-4	-2
OCC[C@H]1C[C@H](O)[C@@H](O)[C@]2(Cc3ccccc3O2)O1	i	-3	5	3	-0.5	3.0	.	.	4	-8
O=C(C[n+]1ccccc1)c1ccc(Cl)cc1	-0.8	5	-6	-2	-2.4	-5.6	-6	0	-1	-1

(next part)
SMILES	Vc quorum ag	GDH-TPI counter	MazEF act	FBA Mtb inh	BioA inh	Mtb UGM inh	DUSP3 inh	3CLpro inhibitor	SSB-PriA inh	Rv3671c inh
CC(=O)N1CCN(S(=O)(=O)c2cccc(C(=O)Nc3nc4c(s3)CCCC4)c2)CC1	.	11	-2	-1	-3.9	3.4	12	1	3	-1
COCCNC(=O)C1CCCN(C(=O)c2csc3ccccc23)CC1 (configuration not stated)	0.0	12	.	3	0.6	.	.	.	.	.
COc1ccc(-c2noc(CCC(=O)NC3CCCC3)n2)cc1	0.6	0	5	-4	-0.6	-1.8	21	-2	-12	5
CC(=O)c1ccc(NC(=O)CSc2n[nH]c(-c3cccnc3)n2)cc1	-0.2	2	9	-2	.	4.7	15	-2	-2	6
CCN(CC)S(=O)(=O)c1cccc(-c2nnc(SCC(=O)NC3CCCC3)n2N)c1	14	-4	5	4	0.8	1.1	8	1	-14	-1
COc1ccc(Oc2coc3cc(OC(=O)/C=C/c4ccc(F)cc4)ccc3c2=O)cc1	-0.3	6	-10	4	2.2	3.3	5	0	1	-4
CCOc1ccc(NC(=O)c2cccc(-n3cnnn3)c2)cc1	-2.1	21	-2	-2	-0.8	0.3	-10	-2	-9&-10	-3
Cc1ccc2c(c1)C1(OCCCO1)C(=O)N2	-0.8	6	-4	1	-3.7	-2.9	-8	-4	-7	1
COc1cc(/C=N/NC(=O)c2ccc3nc[nH]c3c2)ccc1O	-0.4	59*	-3	0	.	-0.9	0	4	.	-5
O=C(c1cc(F)c(F)cc1Cl)N1CCN(c2ncccn2)CC1	-3.8	-1	2	5	0.0	-2.5	32	-1	-8	-1
COc1ccc(OC)c(C(=O)c2ccc(C(=O)Nc3ccccc3)cc2)c1	-0.2	11	-5	2	-0.8	-3.7	-9	-2	2	-8
CNC(=O)NC(=O)C(NC1CCCc2ccccc21)c1ccccc1 (configuration not stated)	-4.0	-2	-4	2	-1.1	0.2	33	3	2	-10
CCCCC(=O)Nc1cccc(NC(=S)NC(=O)Cc2ccccc2)c1	i	15	-5	-3	-0.6	3.9	12	4	1	-11
O=[N+]([O-])c1ccc(-c2nc(-c3ccncc3)no2)cc1	0.7	-2	-13	1	4.5	-0.1	7	1	9	-3
Cc1ccc(F)c(C(=O)N2CCCC(C)(C(=O)NS(=O)(=O)C3CC3)C2)c1F (configuration not stated)	i	8	.	-1	-0.3	.	.	.	.	.
O=C(O)c1sc2cccc(Cl)c2c1Cl	-0.2	3	21	2	.	-0.2	4	4	-8	-5
COc1ccccc1NC(=O)/C(=C\c1cccnc1)NC(=O)c1ccccc1	0.1	12	5	-1	-0.6	0.3	21	-4	-9	6
CC(Oc1ccc(Cl)cc1)C(=O)Nc1ccccc1N1CCOCC1 (configuration not stated)	i	5	3	-2	-0.5	-1.3	.	.	1	4
Cc1ccc(C)c(N2CCN(C(=O)Cc3ccc(-n4c(=O)[nH]c5ccsc5c4=O)cc3)CC2)c1	-0.2	-5	0	-7	4.1	-0.8	10	-1	-2	-30
COc1cc(NC(=O)c2cccc(Cl)c2)c(OC)cc1NC(=O)CN1CCOCC1	0.3	6	5	-2	4.9	3.5	-25	-1	10	-7
O=[N+]([O-])c1cccnc1N1CCCCC1	-3.8	11	6	-1	-0.8	-1.2	31	0	-8	1
COc1ccc(N2CCN(Cc3cc(OC)c(O)c([N+](=O)[O-])c3)CC2)cc1	-0.2	-6	-9	-1	1.4	0.8	-7	1	-2	-3

Source: PubChem
